# Menin MLL FP TR: qHTS Assay for Inhibitors Targeting the Menin-MLL Interaction in MLL Related Leukemias: Competition With Texas Red Labeled MLL-derived Mutant Peptide; Potency, µM (doses to about 61.6 µM), without a hit: top-dose FP activity change, negative = inhibition, hits mostly inhibitors; actives 0.23% (n = 270,000); O00255; Menin + Texas Red MLL mutant peptide, fluorescence polarization; active means well fitted inhibition curve with a large enough effect in the polarisation, with a control signal flat, not every such curve was filed as active; inconclusive means small, poorly fitted or top-dose-only effect, or effect the other way, or a change in a side signal; inactive means no such curve, though single readings can be large or run the other way; the % refers to the polarisation; further: potency means the concentration at half of the fitted maximal effect; % of control where 0% means no effect; many of its hits are not listed in these tables
# a7 integrin act: qHTS for Activators of Integrin-Mediated Alleviation for Muscular Dystrophy | alpha7betagal myoblasts, beta-gal FDG fluorescence, 48 h | Potency, µM (top dose mostly 38.3 µM), for inactives: top-dose activation, most hits filed as activators | actives 0.064% (n = 350,000) | AID 624291, 2012;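 further: potency means the concentration at half of the fitted maximal effect; 100% = response of the positive control SU9516; nearly all actives have a fitted effect of over 60% in size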
#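 Alpha7betagal+/- myoblasts (passage 13) were plated 16-24 hr, then exposed to compounds (1:260 dilution of DMSO stock) for 48 hours at 37C. After MPER lysis, β-galactosidase reporter activity was read as FDG fluorescence (ex 480/em 540) after 30 minutes.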
# AT treatment: qHTS Assay for Identifying a Potential Treatment of Ataxia-Telangiectasia | […] A-T fibroblasts, KAP-1 phosphorylation AlphaLISA; neocarzinostatin DNA damage 30 min before lysis | Potency, µM (doses to about 57.5 µM), without a hit: at the highest dose activation, most hits filed as activators | actives 0.19% (n = 320,000) | AID 485349, 2010; further: potency means the concentration at half of the fitted maximal effect; % of control where 0% means no effect; nearly all actives have a fitted effect of over 45% in size
#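 hTERT-immortalized A-T patient fibroblasts ([…]), 500 cells/well in OPTI-MEM, 1% FBS, got compounds for 60 min, then NCS for 30 min at 37C. Lysates were then assayed for phospho-KAP-1 by AlphaLISA (anti-pKAP1 donor, anti-KAP1 acceptor beads), 6 hr at 25C.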
# TSHR antag: Antagonists of the Thyroid Stimulating Hormone Receptor: HTS campaign; activity change, negative = inhibition, % at 11.5 µM; Thyrotropin receptor (Homo sapiens), P16473; TSHR-expressing cells, TSH-stimulated cAMP HTRF, 2 h; stronger effect = lower value; AID 504810, 2011; actives 0.2% (n = 330,000);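 active means activity change below a set negative limit, meaning inhibition stronger than a set level, cut at about -70% in these data; inconclusive means activity change between two set negative limits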; further: on the % scale 0 is the no-effect control and ±100 the full control effect
#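 Cell-based HTRF cAMP assay; TSHR cells + compound, TSH EC80 (4nM final), 2 h, 37 deg C. Lysis with anti-cAMP cryptate and cAMP-d2, 30 min RT, read 665/620 nm.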
# ASM inhibitor: Inhibitors of Secretory Acid Sphingomyelinase (S-ASM): qHTS. placental ASM, HMU-PC fluorogenic substrate, 60 min. Potency, µM (top dose mostly 57.5 µM), without a hit: at the highest dose activity change, negative = inhibition, hits mostly inhibitors. actives 0.006% (n = 340,000). AID 504937, 2011; further: potency means the concentration at half of the fitted maximal effect
# Target sequence (P17405 47-631 limits assumed): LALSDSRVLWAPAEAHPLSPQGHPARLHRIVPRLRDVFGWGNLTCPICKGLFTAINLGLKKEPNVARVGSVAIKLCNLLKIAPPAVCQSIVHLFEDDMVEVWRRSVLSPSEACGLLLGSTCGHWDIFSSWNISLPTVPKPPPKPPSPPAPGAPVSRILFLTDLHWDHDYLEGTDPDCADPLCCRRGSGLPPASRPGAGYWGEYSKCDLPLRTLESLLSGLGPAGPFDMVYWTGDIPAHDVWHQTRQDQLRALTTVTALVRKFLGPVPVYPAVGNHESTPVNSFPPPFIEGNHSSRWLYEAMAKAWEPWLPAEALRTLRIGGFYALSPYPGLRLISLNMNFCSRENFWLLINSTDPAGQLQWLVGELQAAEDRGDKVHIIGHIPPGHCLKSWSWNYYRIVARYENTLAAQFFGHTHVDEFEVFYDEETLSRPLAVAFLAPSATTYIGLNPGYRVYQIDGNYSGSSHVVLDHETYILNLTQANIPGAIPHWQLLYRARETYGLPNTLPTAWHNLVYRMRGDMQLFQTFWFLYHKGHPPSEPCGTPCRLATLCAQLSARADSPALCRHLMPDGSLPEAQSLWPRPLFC
#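 HMU-PC0 cleavage (9 uM final) by human placental ASM, 60 min at 37 °C following 10 min compound exposure at RT; stopped at pH 10, fluorescence Ex 386/Em 447 nm.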
# MBNL1-CUG inh: qHTS Assay for Inhibitors of MBNL1-poly(CUG) RNA binding. Muscleblind-like protein 1 (Homo sapiens), Q9NR56. TR-FRET MBNL1-His/biotin-(CUG)12 binding, 665/545 ratio. Potency, µM (highest dose often 57.5 µM), inactives show top-dose activity change, negative = inhibition, hits mostly inhibitors. actives 0.036% (n = 280,000); active means well fitted inhibition curve with a large enough effect in the signal ratio, with a control signal flat, not every such curve was filed as active; inconclusive means small, poorly fitted or top-dose-only effect, or effect the other way, or a change in a side signal; inactive means no such curve, though single readings can be large or run the other way; the % refers to the signal ratio; further: potency means the concentration at half of the fitted maximal effect; on the % scale 0 is the no-effect control and ±100 the full control effect
#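 His-tagged MBNL1 binding to biotinylated (CUG)12 RNA was measured by TR-FRET using terbium anti-His antibody (0.055 ng/ul final) and streptavidin-XL665 (5 nM final). Compounds were titrated 92 nM to 58 uM; 60 min at room temperature.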
# MLL CXXC-DNA inh: qHTS Fluorescence Polarization Assay for Inhibitors of MLL CXXC domain - DNA interaction. Histone-lysine N-methyltransferase 2A (Homo sapiens), Q03164. MLL-CXXC / FITC-HOXA9 DNA fluorescence polarization. Potency, µM (series often up to 115 µM), inactives show at the top dose activity change, negative = inhibition, hits mostly inhibitors. actives 0.037% (n = 290,000). AID 2662, 2010; active means well fitted inhibition curve with a large enough effect in the polarisation, with a control signal flat, not every such curve was filed as active; inconclusive means small, poorly fitted or top-dose-only effect, or effect the other way, or a change in a side signal; inactive means no such curve, though single readings can be large or run the other way; the % refers to the polarisation; further: potency means the concentration at half of the fitted maximal effect
#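 Fluorescence polarization: 7 uM MLL-CXXC (stock) preincubated 5 min with compounds, then 50 nM fluorescein-HOX-A9 DNA (stock) added; 30 min ambient. Buffer 50 mM Tris-HCl pH 7.5, 50 mM NaCl, 1 mM DTT, 0.05% BSA.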
# Mito fusion yeast: qHTS Assay for Small Molecule Inhibitors of Mitochondrial Division or Activators of Mitochondrial Fusion. S. cerevisiae fusion-defective mutant growth rescue, CellTiterGlo 48 h. Potency, µM (titrated, usually from 46.1 µM), for the others: at the highest dose growth rescue (activation), usual class: activators. actives 0.23% (n = 320,000). AID 485298, 2010;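 further: potency means the concentration at half of the fitted maximal effect; % of control where 0% means no effect; nearly all actives have a fitted effect of over 45% in size; temperature-sensitive fusion mutants such as fzo1-1 at 37 °C on non-fermentable ethanol glycerol medium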
#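 Temperature-sensitive fusion-defective S. cerevisiae (e.g. fzo1-1, mgm1-5) were grown with compound in YPEG medium (3% ethanol, 3% glycerol) for 48 hours at 37C. Growth rescue was measured as viability by CellTiterGlo luminescence after 10 minutes at ambient.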
# PTAP TSG101 blk: qHTS Assay for Iinhibitors of HIV-1 Budding by Blocking the Interaction of PTAP/TSG101 | Tumor susceptibility gene 101 protein (Homo sapiens), Q99816 | Fluorescence polarization, FITC-PTAP peptide / Tsg101 binding | Potency, µM (series often up to 115 µM), without a hit: at the highest dose activity change, negative = inhibition, actives largely listed as inhibitors | 340,000 tested, under 10 active; active means well fitted inhibition curve with a large enough effect in the main read-out, with a control signal flat, not every such curve was filed as active; inconclusive means small, poorly fitted or top-dose-only effect, or effect the other way, or a change in a side signal; inactive means no such curve, though single readings can be large or run the other way; further: potency means the concentration at half of the fitted maximal effect; % of control where 0% means no effect
# Target sequence (Q99816 whole entry, looked up): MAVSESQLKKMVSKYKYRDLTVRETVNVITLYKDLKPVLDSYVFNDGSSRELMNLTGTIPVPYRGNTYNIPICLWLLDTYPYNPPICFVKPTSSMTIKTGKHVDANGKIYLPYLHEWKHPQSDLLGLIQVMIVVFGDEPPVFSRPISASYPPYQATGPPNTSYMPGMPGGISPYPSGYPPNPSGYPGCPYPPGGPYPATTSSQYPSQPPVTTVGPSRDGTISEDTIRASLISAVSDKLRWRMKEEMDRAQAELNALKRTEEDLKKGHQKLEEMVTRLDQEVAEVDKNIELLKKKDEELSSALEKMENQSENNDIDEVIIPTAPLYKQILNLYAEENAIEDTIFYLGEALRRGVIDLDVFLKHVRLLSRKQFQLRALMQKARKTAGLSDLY
#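 Compounds were pin-transferred onto Tsg101 binding domain (10 uM final) in HEPES pH 7.5 buffer, then FITC-PTAP peptide was added at 50 nM final. After 20 min at RT, polarization reported peptide displacement across a qHTS concentration series.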
# TCR act: Activators of T cell receptors: qHTS campaign. primary human leukocytes, anti-CD3, IL-2 HTRF, 48 h. Potency, µM (titrated, usually from 9.22 µM), inactives show at the highest dose activation of IL-2 secretion, most hits filed as activators. 330,000 tested, under 10 active; further: % of control where 0% means no effect
#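 Human primary leukocytes + a-CD3 beads + cpd, 48 hr; IL-2 in supernatant by HTRF (ex 320nm / em 665nm). No co-stimulatory signal supplied.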
# * hit, by the source's call; ? = inconclusive; nt = no result given; [ ] = remark or other dose. Unless noted, the call rests on the fitted dose curve; in most records, active means well fitted curve in the direction sought with a large enough effect; inconclusive means small, poorly fitted or top-dose-only effect, or another doubt; inactive means no such curve, though single readings can be large; an effect the other way counts as inactive or inconclusive.
SMILES,Menin MLL FP TR,a7 integrin act,AT treatment,TSHR antag,ASM inhibitor,MBNL1-CUG inh,MLL CXXC-DNA inh,Mito fusion yeast,PTAP TSG101 blk,TCR act
COCCN1CCN(C(=O)C2CCC(=O)N(Cc3ccc(Cl)cc3)C2)CC1 (centres undefined),1%,20%,-4%,9,6%,-11%,?,-16%,1%,12%
Cc1cc(NC(=O)CCC(=O)N(CC(=O)NCC2CCCO2)Cc2ccc(F)cc2)no1 (centres undefined),4%,13%,-2%,-4,5%,-5%,-11%,-2%,-1%,6%[46.1 µM]
COc1cccc(C2=NN(C(=O)c3ccco3)C(O)(C(F)(F)F)C2)c1 (centres undefined),-6%,17%,7%[11.5 µM],-19,6%,-2%,-6%,2%,-2%,-2%
COC(=O)c1ccc(NC(=O)c2ccc3c(c2)OCO3)cc1,7%,2%,0%,-5,0%,8%,0%,1%,-7%,2%
CC1(C2CC2)NC(=O)N(CC(=O)NCC(=O)Nc2ccc(F)c(F)c2F)C1=O (centres undefined),nt,-10%,3%,8,3%,nt,nt,nt,1%,-3%
COc1ccccc1NC(=O)N1CCCC1C(=O)Nc1ccc2c(c1)OCO2 (centres undefined),-6%,2%,3%,14,8%,-14%,2%,-3%,-8%,-3%[46.1 µM]
O=C(CNC(=O)c1ccccc1Cl)NC1CCN(Cc2ccccc2)CC1,1%,2%,-2%,5,3%,-1%,1%,6%,-5%,-2%
Cc1ccc(CCNC(=O)C2CCN(S(=O)(=O)N3CCC4(CC3)OCCO4)CC2)cc1,-3%,21%,9%,5,0%,-3%,-11%,-4%,-3%,5%
COc1ccc(N2CCN(C(=O)Cc3csc(NC(=O)Nc4ccccc4OC)n3)CC2)cc1,nt,-17%,-1%,-16,-20%,nt,nt,4%,1%,-1%
Cc1c2c(nc3ccccc13)CCC(C(C)(C)C)C2 (centres undefined),?,-18%,20%,-2,2%,4%,2%,-10%,-4%,0%
Cc1ccccc1OCCOc1ccc([N+](=O)[O-])cc1/C=N/n1cnnc1,22%,-39%,-2%,3,0%,4%,18%,9%,0%,-1%
O=[N+]([O-])c1nn(-c2ccc3c(c2)OCCO3)n(O)c1=NCc1ccc(F)cc1,-17%,-15%,-9%,9,-13%,nt,-2%,?,-5%,-5%[46.1 µM]
COC(=O)[C@@]12CCCCN1[C@H](c1ccc(-c3ccc(OC)cc3)c(OC)c1)[C@@H]1C(=O)N(C)C(=O)[C@@H]12,nt,1%,2%,-6,?,nt,nt,13µM*,-1%,2%
CCCC(=O)Nc1ccc(S(=O)(=O)N2CCOCC2)cc1,10%,16%,nt,-6,4%,-29%,-1%,3%,-4%,-4%[46.1 µM]
Cc1cccn2c(=O)c(/C=C(\C#N)S(=O)(=O)c3ccccc3)c(N3CCN(c4ccccc4)CC3)nc12,nt,14%,-3%,6,-9%,4%,1%,1%,-4%,-3%
CSc1ncc(CN2CCCC(C(=O)c3ccc(C(C)(C)C)cc3)C2)cn1 (centres undefined),-4%,-46%[inhibitor],-3%,-4,1%,9%,9%,13µM*,-2%,1%
CCC(=O)c1ccc(OCC(=O)OCC(=O)c2cc(C)n(C3CC3)c2C)cc1,nt,19%,-3%,1,-6%,nt,nt,-3%,0%,-1%
C(=N\n1cnnc1)/c1ccc2c(c1)OCO2,4%[11.7 µM],10%,9%,1,1%,-3%,5%,0%,-5%,-12%
CC(C)Cc1nc2n[nH]c(N)c2c2c1COC(C)(C)C2,-6%,-8%,2%,3,1%,-3%,-22%,1%,-2%,5%
CCOc1ncnc2c1sc1nc(C)cc(C)c12,nt,16%,96%,27,-5%,4%,12%,6%,1%,-3%
Cn1c(=O)c2c(nc(CN3CCN(Cc4ccccc4)CC3)n2Cc2ccccc2)n(C)c1=O,-8%,nt,-2%,9,nt,7%,4%,4%,nt,nt
O=C(O)COc1ccccc1/C=C1\SC(=S)N(c2cccnc2)C1=O,nt,-25%,-11%,7,1%,nt,?,-1%,-8%,6%
O=C(O)c1ccc(/C=N\Nc2ccccn2)cc1,nt,19%,nt,nt,4%,nt,nt,nt,-12%,2%
CCc1nn(C(C)C(=O)N2CCc3ccccc3C2)c(=O)c2cc3occc3n12 (centres undefined),-2%,16%,3%,-2,3%,-8%,-3%,5%,-6%,2%
O=S(=O)(Cc1ccccc1)N1CCN(Cc2ccc(F)cc2Cl)CC1,nt,0%,5%,2,2%,-2%,0%,0%,4%,-4%

# (listing goes on)
SMILES,Menin MLL FP TR,a7 integrin act,AT treatment,TSHR antag,ASM inhibitor,MBNL1-CUG inh,MLL CXXC-DNA inh,Mito fusion yeast,PTAP TSG101 blk,TCR act
C=CCn1c(CSc2nc3ccccc3s2)nnc1SCC(=O)NCc1ccco1,?,-5%,3%,-5,-2%,4%,4%,0%,-8%,0%
COc1ccc(CC(=O)NCCc2cnc[nH]2)cc1,-1%,?,1%,3,1%,-11%,0%,6%,-8%,4%
O=C1CC(c2cccc([N+](=O)[O-])c2)c2c(ccc3ccccc23)N1 (centres undefined),8%,-30%,-5%,-6,-8%,9%,0%,7%,-9%,-1%
Cc1ccc(NC(=O)C2CCCN(S(=O)(=O)c3ccc(-n4cnnn4)cc3)C2)cc1 (centres undefined),nt,?,-4%,4,2%,-1%,8%,-3%,1%,-6%
O=C(CSc1nnc(-c2ccncc2)n1-c1ccc(Cl)cc1)Nc1ccc(C(=O)O)cc1,4%,11%,0%,-5,-4%,2%,1%,1%,0%,-2%
COc1cccc(C(=O)Nc2nnc(C(C)C)s2)c1,-4%,4%,nt,-15,0%,6%,-7%,8%,-4%,7%[46.1 µM]
Cn1c(C(=O)OC(C(=O)NC2CCCCC2)c2cccnc2)cc2sccc21 (centres undefined),-7%,10%,nt,-6,-2%,-2%,-13%,-2%,-3%,5%
O=C(COC(=O)CNC(=O)c1cccc(Br)c1)Nc1nnc(-c2ccccc2)o1,nt,26%,-2%,6,-1%,nt,nt,-2%,-4%,1%
CC(=O)C1=C(O)C(=O)N(CC#N)C1c1cccs1 (centres undefined),-9%,11%,2%,-1,1%,13%,1%,0%,0%,6%
CCCCN(C(=O)c1c(CC)noc1C)c1c(N)n(CCC)c(=O)[nH]c1=O,nt,7%,-2%,-11,2%,nt,nt,-4%,-1%,-7%
CCCn1cc(S(=O)(=O)CC(=O)N2CCc3ccccc32)c2ccccc21,-27%,5%,2%,-5,-2%,2%,-4%,2%,-6%,nt

# Whole records, quoted from the list. Screens in order: Menin MLL FP TR	a7 integrin act	AT treatment	TSHR antag	ASM inhibitor	MBNL1-CUG inh	MLL CXXC-DNA inh	Mito fusion yeast	PTAP TSG101 blk	TCR act
# Listed for CC(C)Cc1nc2n[nH]c(N)c2c2c1COC(C)(C)C2 : -6%	-8%	2%	3	1%	-3%	-22%	1%	-2%	5%
# Listed for CCOc1ncnc2c1sc1nc(C)cc(C)c12 : nt	16%	96%	27	-5%	4%	12%	6%	1%	-3%
# Listed for O=C(CNC(=O)c1ccccc1Cl)NC1CCN(Cc2ccccc2)CC1 : 1%	2%	-2%	5	3%	-1%	1%	6%	-5%	-2%
# Listed for Cc1cccn2c(=O)c(/C=C(\C#N)S(=O)(=O)c3ccccc3)c(N3CCN(c4ccccc4)CC3)nc12 : nt	14%	-3%	6	-9%	4%	1%	1%	-4%	-3%
# Listed for C(=N\n1cnnc1)/c1ccc2c(c1)OCO2 : 4%[11.7 µM]	10%	9%	1	1%	-3%	5%	0%	-5%	-12%

# Some of the compounds tested. The share of hits here may be higher or lower than overall.
